# Screening data: PubChem, The Scripps Research Institute Molecular Screening Center
# V1R ag counter: V1a receptor agonism, counter-screen for OXTR agonists; activation, % at 3 µM; 320,000 tested, 0.25% active; P37288; CHO-V1R cells, Fluo-8 calcium fluorescence, agonist mode; 0% DMSO, 100% 3 nM vasopressin; AID 2797;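 active means activation above the mean activation of all tested compounds plus 3 SD, per screening run, cut at about 20% in these data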;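 further: signal is peak over basal fluorescence ratio across a 100 second FLIPR read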
# Target sequence (P37288 whole entry, looked up): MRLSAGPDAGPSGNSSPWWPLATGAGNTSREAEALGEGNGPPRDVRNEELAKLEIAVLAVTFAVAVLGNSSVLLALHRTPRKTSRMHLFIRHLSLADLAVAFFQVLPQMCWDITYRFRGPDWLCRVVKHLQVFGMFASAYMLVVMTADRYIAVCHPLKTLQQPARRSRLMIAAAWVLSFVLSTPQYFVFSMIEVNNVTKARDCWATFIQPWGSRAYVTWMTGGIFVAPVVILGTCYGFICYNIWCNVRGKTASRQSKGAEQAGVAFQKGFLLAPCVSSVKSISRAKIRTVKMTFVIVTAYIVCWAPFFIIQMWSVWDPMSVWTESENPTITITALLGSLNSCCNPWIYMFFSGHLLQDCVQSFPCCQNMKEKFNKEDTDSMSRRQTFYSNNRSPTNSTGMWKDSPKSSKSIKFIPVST
# OXTR potentiator: potentiators of human oxytocin receptor; P30559; CHO-OTR cells, Fluo-8 calcium fluorescence, potentiator mode; 0% = oxytocin EC15, 100% = EC100; activation, % at 3 µM; 320,000 tested, 0.061% active; AID 2445;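 active means activation above that plate's cutoff, the mean activation of tested compounds plus 3 SD, cut at about 6.6% in these data, passing the limit was not always enough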;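 further: 100% uses oxytocin at 75 nM as the full agonist control; some results filed as inactive read as strong as hits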
#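 System: human OTR in CHO cells; Also added: sub-maximal oxytocin, roughly EC15; Timing: compound 6 min at room temperature before oxytocin, 100 s read; Technique: Fluo-8 intracellular calcium fluorescence, ex 470-495, em 515-575 nm; Controls: oxytocin EC15 low and EC100 high; Replication: singlicate.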
# M1 PAM parental: nonselective activator or artifact in parental CHO-K1 calcium assay | ATP EC20, Fluo-8 calcium fluorescence; 0% at ATP EC20, 100% at ATP max | activation, % at 3 µM | 360,000 tested, 0.02% active | AID 602247;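 active means activation above the run cutoff, the mean activation of all test compounds plus 3 SD, cut at about 40% in these data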;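 further: peak over basal fluorescence ratio in a 140 s read after ATP addition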
# TAAR1 ag: agonists of human TAAR1; Q96RJ0; CHO RD-HGA16 TAAR1, Fluo-8 calcium fluorescence; vehicle wells 0%, saturating PEA agonist 100%; activation, % at 3 µM; 360,000 tested, 0.99% active; AID 624467;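 active means activation above the mean activation of all test compounds in the run plus 3 SD, cut at about 38% in these data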
# Target sequence (Q96RJ0 whole entry, looked up): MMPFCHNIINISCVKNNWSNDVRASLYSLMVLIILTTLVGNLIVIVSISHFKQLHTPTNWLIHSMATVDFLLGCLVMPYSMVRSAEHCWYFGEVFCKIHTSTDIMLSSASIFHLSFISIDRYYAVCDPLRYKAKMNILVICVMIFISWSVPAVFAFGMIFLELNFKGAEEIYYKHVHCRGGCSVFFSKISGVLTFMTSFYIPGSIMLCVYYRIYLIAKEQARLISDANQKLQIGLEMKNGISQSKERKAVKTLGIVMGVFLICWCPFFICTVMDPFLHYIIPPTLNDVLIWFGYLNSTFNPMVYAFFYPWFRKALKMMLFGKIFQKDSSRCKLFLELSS
#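 System: CHO RD-HGA16 cells carrying human TAAR1 plus Gα16; Incubation: 17-24 h seeding, 75 min 37 °C dye, 30 min RT; Measured by: Fluo-8 fluorescence, 5 s baseline then 140 s kinetic read; Control set: DMSO and PEA EC100; Replication: single well for each compound.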
# TAAR1 antagonist: human TAAR1 antagonism; Q96RJ0; inhibition, % at 3 µM; 360,000 tested, 1.5% active; AID 624466; CHO RD-HGA16 TAAR1, Fluo-8 calcium fluorescence, antagonist;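 active means inhibition above a per-plate cutoff, the mean inhibition of test compounds on that plate plus 3 SD, cut at about 49% in these data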;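 further: 0% = DMSO plus EC80 beta-PEA response and 100% = DMSO alone without agonist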
#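 Test system: hTAAR1-expressing CHO RD-HGA16 cells, Gα16-coupled; Probe or stimulus: EC80 β-phenethylamine stimulus; Compound dosing: single nominal final test compound concentration of 3 µM; Timing: 140 s kinetic read after compound, 140 s after agonist; Signal: Fluo-8 calcium-sensitive fluorescence; Measure: % inhibition of agonist calcium response; Controls: DMSO and EC80 PEA controls.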
# M1 ag: agonists of human M1 muscarinic receptor. CHO-K1 hM1, Fluo-8 calcium fluorescence, agonist mode; 0% DMSO, 100% acetylcholine EC100. P11229. activation, % at 3 µM. 360,000 tested, 0.33% active;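 active means activation above the run's mean compound activation plus 3 SD, cut at about 16% in these data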;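 further: peak over basal fluorescence ratio within a 140 s kinetic read after compound addition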
# M1 ag parental: M1 agonist counterscreen hit in parental CHO-K1 cells; 360,000 tested, 0.48% active; activation, % at 3 µM; Fluo-8 calcium fluorescence; scaled to maximal ATP response, vehicle zero; in the data active means activation above about 15%;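 further: untransfected CHO-K1 host cells lacking M1 receptor as counterscreen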
# CHO-K1 Ca antag: nonselective inhibitor or artifact in parental CHO-K1 cells; 360,000 tested, 0.6% active; inhibition, % at 3 µM; AID 602250; ATP-induced calcium, Fluo-8 fluorescence;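 active means inhibition above a per-plate cutoff, the plate's mean sample inhibition plus 3 SD, cut at about 24% in these data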;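 further: 0% = DMSO plus EC80 ATP and 100% = DMSO alone without ATP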
# CHO parental Ca: counter-screen for OX1R antagonists: effect in parental CHO cells | parental CHO-K1, ATP-induced calcium, Fluo-8 fluorescence | inhibition, % at 5.6 µM | 330,000 tested, 0.63% active;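 active means inhibition above that plate's mean sample inhibition plus 3 SD, cut at about 26% in these data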;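 further: 0% = ATP-challenged DMSO wells and 100% = DMSO wells without ATP; some compounds past the cut are filed as inactive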
#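 Test system: untransfected parental CHO cell line; also added: ATP stimulus; dosing: 5.6 µM, single dose; signal: calcium-sensitive Fluo-8 fluorescence; measure: percent inhibition of ATP-evoked calcium rise, normalized to controls; benchmarks: low control ATP plus DMSO, high control DMSO only; replication: one well per compound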
# An asterisk follows results filed as active; nt = no result given. This is a random part of the collection; about 3.3% have a hit in one of these screens.
# Letters – A = V1R ag counter; B = OXTR potentiator; C = M1 PAM parental; D = TAAR1 ag; E = TAAR1 antagonist; F = M1 ag; G = M1 ag parental; H = CHO-K1 Ca antag; I = CHO parental Ca
> Cc1ccc(S(=O)(=O)N2CCCCC2)cc1C(=O)N1C(C)CCCC1C (configuration not stated)
  A = -0.1; B = -1.0; C = 1.8; D = 23.5; E = -2.2; F = -1.2; G = 0.9; H = -7.6; I = -19.2

> CCCS(=O)(=O)N1CCN(S(=O)(=O)c2ccccc2)CC1
  A = 0.6; B = -7.7; C = 4.1; D = 18.8; E = -4.1; F = -2.8; G = 0.1; H = -1.2; I = 0.9

> CCOc1ccc(OCCC(=O)Nc2ccc3c(c2)OCO3)cc1
  A = -0.7; B = -6.0; C = 11.1; D = 3.4; E = -9.9; F = -4.5; G = 0.8; H = -13.4; I = -12.6

> Cc1cc(C(=O)NNC(=O)C(CCC(N)=O)NS(=O)(=O)c2ccc(Cl)cc2)c(C)o1 (configuration not stated)
  A = 0.3; B = 2.4; C = -13.6; D = 2.3; E = -8.6; F = 0.6; G = 0.3; H = -2.7; I = -1.5

> CC1CCCCC12NC(=O)N(CC(=O)Nc1ccc(N3CCCCC3)cc1)C2=O (configuration not stated)
  A = nt; B = nt; C = -21.7; D = 2.5; E = -34.5; F = -1.5; G = 0.5; H = -0.2; I = nt

> O=C(Cc1cccs1)Nc1nnc(-c2ccc(F)cc2)s1
  A = 0.8; B = -0.8; C = 5.5; D = -0.2; E = -0.6; F = -2.1; G = 0.1; H = -9.9; I = -7.0

> O=C(O)CC(Cc1ccc(Cl)cc1)C(=O)Nc1cc(Cl)ccc1Cl (configuration not stated)
  A = -0.2; B = -2.6; C = 18.0; D = 0.0; E = -6.8; F = -3.5; G = 0.3; H = -7.3; I = -12.9

> O=C(CSc1cccc[n+]1[O-])N1CCc2ccccc21
  A = 0.4; B = -1.5; C = 7.0; D = 0.7; E = -2.1; F = -4.1; G = 0.7; H = -5.5; I = 7.7

> O=S(=O)(c1ccc(Cl)s1)N1CCc2ccccc2C1
  A = -0.7; B = -4.2; C = 12.0; D = 5.5; E = 26.0; F = -4.2; G = -0.3; H = -32.7; I = -15.9

> O=C(NCc1nnc(SCC(=O)N2CCc3ccccc32)o1)c1ccco1
  A = 0.0; B = -12.8; C = -4.8; D = 7.2; E = 0.9; F = -3.1; G = 0.3; H = 12.9; I = -6.8

> COC(=O)c1cc(NC(=O)CSC2=NCCS2)cc(C(=O)OC)c1
  A = -0.2; B = -8.6; C = -8.2; D = 2.0; E = -17.2; F = -1.4; G = 0.1; H = -11.4; I = -14.9

> CC1CC1C(=O)OCC(=O)NC(=O)c1ccccc1 (configuration not stated)
  A = 0.7; B = -1.9; C = -11.9; D = 0.8; E = -11.8; F = -1.5; G = 0.7; H = 8.6; I = -8.0

> CCOc1ccc(NC(=O)CC2C(=O)NCCN2C(=O)Nc2ccccc2)cc1 (configuration not stated)
  A = 0.3; B = -4.4; C = 11.9; D = 10.4; E = -27.4; F = -3.2; G = 0.4; H = -6.6; I = 2.6

> O=C(NCc1ccccn1)[C@@H]1C[C@H]1[C@@H](NP(=O)(c1ccccc1)c1ccccc1)c1ccccc1
  A = -0.5; B = -1.6; C = 14.7; D = 10.1; E = 7.7; F = -7.9; G = 0.3; H = -15.6; I = -21.1

> COc1cccc2sc3cc(NCC[C@@H]4CCCN4C)ccc3c(=O)c12
  A = 0.5; B = 2.9; C = -13.0; D = 6.2; E = -17.6; F = -11.0; G = 0.0; H = -4.5; I = -7.7

# The last 2 records of the part before open the next one:
compound | V1R ag counter | OXTR potentiator | M1 PAM parental | TAAR1 ag | TAAR1 antagonist | M1 ag | M1 ag parental | CHO-K1 Ca antag | CHO parental Ca
O=C(NCc1ccccn1)[C@@H]1C[C@H]1[C@@H](NP(=O)(c1ccccc1)c1ccccc1)c1ccccc1 | -0.5 | -1.6 | 14.7 | 10.1 | 7.7 | -7.9 | 0.3 | -15.6 | -21.1
COc1cccc2sc3cc(NCC[C@@H]4CCCN4C)ccc3c(=O)c12 | 0.5 | 2.9 | -13.0 | 6.2 | -17.6 | -11.0 | 0.0 | -4.5 | -7.7
O=C(CCC(=O)N1CCc2ccccc2C1)N1CCN(S(=O)(=O)c2ccccc2)CC1 | -0.7 | -4.6 | 2.8 | 22.7 | -15.6 | -4.9 | 1.2 | -2.3 | -14.8
Cc1cccc(C(=O)N(CC(=O)Nc2sc(C)c(C)c2C(N)=O)C2CCCC2)c1 | 1.4 | -12.3 | 10.4 | 15.6 | 36.2 | 1.3 | 4.2 | -6.2 | -35.6
Cc1cc(C)n2nc(C(=O)OCC(=O)NC3CCS(=O)(=O)C3)nc2n1 (configuration not stated) | nt | nt | -4.7 | 0.9 | -3.2 | -2.1 | 0.4 | 6.8 | nt
CCN1C(=O)c2ccc(C(=O)Nc3c(C)cc(C)cc3C)cc2C1=O | -0.5 | -1.2 | -4.5 | 0.8 | -5.3 | -0.2 | 0.1 | 5.6 | -0.2
Cc1ccn(C(=O)c2cc3c(C)nn(-c4ccccc4)c3s2)n1 | 0.7 | 3.1 | 21.9 | nt | nt | -1.0 | 0.9 | -12.7 | -30.9
CC(C)(CNCC(O)c1ccccc1)N1CCOCC1 (configuration not stated) | -0.5 | -7.7 | 16.6 | 6.8 | -4.8 | -4.7 | 0.1 | -4.7 | 5.9
COC(=O)C1=C(C)Nc2c(c(=O)n(C)c(=O)n2C)C1c1cccc(O)c1 (configuration not stated) | 0.2 | -1.5 | 11.1 | 0.2 | -13.5 | -0.7 | 0.1 | -17.8 | -12.2
O=C(CCn1cnnn1)NC1CCCN(Cc2ccccc2F)C1 (configuration not stated) | 0.6 | 2.4 | -2.8 | 0.2 | -13.3 | -2.6 | 0.4 | -6.8 | -12.2
Cc1ccc(NC(=O)N2CCC(NC(=O)c3cccc(C)c3)CC2)cc1 | 3.1 | -3.8 | 9.9 | 1.7 | 3.6 | -5.9 | -0.1 | -15.1 | -5.3
COc1cccc(N(CC(=O)NCCSc2ccccn2)S(C)(=O)=O)c1 | 0.3 | -10.6 | 21.4 | 20.2 | -15.1 | -2.8 | 0.7 | -11.1 | -9.7
CCC(C)(C)n1nnnc1C(c1cc2cccc(C)c2[nH]c1=O)N1CCCC1 (configuration not stated) | -0.3 | -7.3 | 13.5 | 8.9 | 9.9 | -6.8 | 0.7 | -22.1 | -12.1
Cc1c(C(=O)N2CCCCC2)oc2ccccc12 | -0.9 | -0.2 | -4.8 | -2.2 | -6.4 | -0.8 | -0.9 | -7.6 | -0.4
Cc1ccc(CN2CCN(Cc3cc4ccccc4o3)CC2CCO)cc1 (configuration not stated) | 3.9 | -5.2 | 4.0 | 11.5 | -20.9 | -7.2 | 1.1 | -4.6 | -13.6
Nc1c(C(=O)Nc2ccc3c(c2)OCCO3)nnn1Cc1cccc(Br)c1 | 14.1 | -6.4 | 12.4 | 7.3 | -9.1 | 4.7 | 5.1 | 0.0 | -1.5
COc1cc(Nc2nc(-c3ccccc3)c3cc(C)ccc3n2)cc(OC)c1OC | 0.5 | -8.6 | 22.4 | -1.8 | 17.6 | -4.6 | 0.1 | -6.2 | -35.5
CCOc1ccc(CN(C(=O)/C=C/c2ccco2)C2CCS(=O)(=O)C2)cc1 (configuration not stated) | -0.1 | 1.4 | -8.2 | 8.9 | -38.0 | -1.8 | 0.2 | 1.6 | 1.1
CCOC(=O)N1CCN(C(=O)CSCc2ccc(C)cc2)CC1 | 4.2 | -0.6 | -7.8 | 4.7 | -6.0 | -0.2 | -0.3 | 25.8* | -17.6
CCNC(=S)Nc1ccc(N2CCCCC2)cc1 | 0.2 | -8.3 | 7.8 | 1.0 | -20.8 | -5.9 | -0.1 | -13.1 | 8.4
CCCn1c(=O)c(C(=O)NCCc2ccc(OC)cc2)c(O)c2ccccc21 | nt | nt | 16.8 | 0.3 | 11.2 | -1.9 | 0.6 | -5.9 | nt
COc1ccc(C2=NN(CCC(=O)NCc3cccs3)C(=O)CC2)cc1 | -0.9 | -2.6 | 19.4 | -0.7 | -0.5 | -1.8 | 0.1 | -11.2 | -1.5
CCOc1ccc(S(=O)(=O)N(C)c2ccc(OCC(=O)NCCc3ccc(OC)cc3)cc2)cc1 | 3.7 | -9.2 | -16.9 | -0.9 | -8.0 | -3.0 | -0.1 | 7.8 | 13.1
CC1CCCC(C)N1/N=C/c1ccccc1OC(F)F (configuration not stated) | -1.4 | -10.3 | 14.8 | 0.8 | 2.2 | 1.1 | 1.9 | -14.9 | -2.1
COc1ccc(OCCN2CCC(C(=O)NC(c3ccc(C)cc3)c3ccccn3)CC2)cc1 (configuration not stated) | nt | nt | 12.1 | 1.8 | -26.3 | -7.7 | 2.7 | -3.7 | nt
CC(=O)Nc1ccc(S(=O)(=O)NC2CCS(=O)(=O)C2)cc1Cl (configuration not stated) | -1.0 | -5.3 | 3.6 | 7.9 | 1.0 | 1.1 | -0.2 | -0.5 | 3.8
CN(C)C(CNC(=S)Nc1cccc(Cl)c1)c1cccnc1 (configuration not stated) | 0.4 | -12.8 | 20.6 | 2.2 | 2.4 | -6.8 | 6.7 | -3.4 | -12.9
COc1ccc(Nc2cc(C)nc3ccccc23)cc1 | -0.4 | -4.7 | -13.9 | 18.6 | 0.6 | -10.5 | -0.2 | -16.7 | -1.8
COc1cccc(C(=O)/C=C/c2ccc(N3CCCCC3)c([N+](=O)[O-])c2)c1 | -1.1 | -5.3 | 20.9 | 2.7 | -23.7 | -9.2 | 0.9 | -14.1 | -30.5
COC(c1ccccc1)c1nnc(CCC(=O)N(C)CCOc2ccccc2)o1 (configuration not stated) | 1.4 | -1.6 | 9.2 | -0.4 | -4.1 | -5.2 | 1.6 | 1.5 | -8.6
Cc1ccc(C)c(/C=C2\CCn3c2nc2cc(C(=O)O)ccc2c3=O)c1 | 0.8 | -2.7 | 7.3 | 0.4 | -4.0 | -1.0 | -0.1 | -5.0 | -4.9

# 3 compounds already listed, sorted by their value in TAAR1 antagonist, rising.
molecule | OXTR potentiator | TAAR1 antagonist
Cc1ccc(C)c(/C=C2\CCn3c2nc2cc(C(=O)O)ccc2c3=O)c1 | -2.7 | -4.0
COc1ccc(C2=NN(CCC(=O)NCc3cccs3)C(=O)CC2)cc1 | -2.6 | -0.5
CC1CCCC(C)N1/N=C/c1ccccc1OC(F)F (configuration not stated) | -10.3 | 2.2
